Source: PubChem
bub3: NCI yeast anticancer drug screen, S. cerevisiae bub3 mutant strain; AID 167; 78,000 compounds, 9.9% hits; % growth inhibition at 50 µM;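 also: 0% = growth of vehicle-only cultures of the same strain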
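Mutant yeast screening strain plus compound; vehicle-treated cultures serve as the 0% inhibition reference.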
mec2-1: NCI yeast anticancer drug screen, S. cerevisiae mec2-1 strain. 79,000 compounds, 9% hits. AID 157. % growth inhibition at 50 µM;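 also: 0% = growth of vehicle-only cultures of the same strain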
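Compounds were applied to mec2-1 yeast cells. Their growth was then compared with that of vehicle-treated cultures to give growth inhibition.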
yeast cln2 rad14: NCI yeast anticancer drug screen, S. cerevisiae cln2 rad14 strain. growth inhibition, % at 50 µM. 78,000 compounds, 8.3% hits. AID 165;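 also: 0% = growth of vehicle-only cultures of the same strain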
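Each compound was tested on cln2 rad14 yeast. Inhibition of growth was calculated against vehicle-exposed controls.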
yeast sgs1 mgt1: NCI yeast anticancer drug screen, S. cerevisiae sgs1 mgt1 strain; 78,000 compounds, 10% hits; % growth inhibition at 50 µM;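 also: 0% = growth of vehicle-only cultures of the same strain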
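Mutant yeast exposed to compound; growth scored against vehicle-only wells.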
yeast rad50: NCI yeast anticancer drug screen, S. cerevisiae rad50 strain; growth inhibition, % at 50 µM; 79,000 compounds, 10% hits; AID 155;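 also: 0% = growth of vehicle-only cultures of the same strain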
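Cells are treated with compound, grown, and their growth is then scored against vehicle-only cultures of the same repair-deficient yeast strain.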
yeast mlh1 rad18: NCI yeast anticancer drug screen, S. cerevisiae mlh1 rad18 strain; growth inhibition, % at 50 µM; 79,000 compounds, 11% hits;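 also: 0% = growth of vehicle-only cultures of the same strain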
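Cells of a genetically altered yeast strain, deficient in DNA damage repair, were treated with compound. Their growth was then compared with that of vehicle-treated cultures to give inhibition.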
* marks the source's active call; other numbers are inactive results; nt = not tested or not shown; & = joins results of further samples. Rule as the data show it: active = growth inhibition above about 70%; inactive = the rest.

SMILES	bub3	mec2-1	yeast cln2 rad14	yeast sgs1 mgt1	yeast rad50	yeast mlh1 rad18
CC1(C)CCCC2(C)C(C(=O)O)C3CCC45OC3(CC12)OC(=O)C4C1(C)CCCC(C)(C)C1CC5=O (centres undefined)	-2.1	5.7	2.9	-0.9	2.1	9.2
CO/C(N)=C(\C#N)N=Cc1ccco1	-4.5	-22.4	11.8	-4.7	-21.4	9.3
CCCCCCCCCCCCCCCCC(O)C(=O)O (centres undefined)	-8.1	-8.3	-9.7	-6.5	-0.4	-0.5
O=S1CCS(=O)CCS(=O)CC1 (centres undefined)	-0.4	-2.3	-18.6	-0.6	-17.1	-9.7
Cc1cc(C)c(C#N)c(OCC2CCCO2)n1 (centres undefined)	-13.7	-28.5	-6.5	-15.0	-23.1	-14.7
CCSCCOC(=S)Nc1ccccc1	4.2	-8.1	0.7	-4.9	-6.2	7.1
O=c1cc(Cc2ccccc2)[nH]c(=S)[nH]1	-9.3	-27.6	3.3	14.7	0.7	0.2
COc1nc2c(c(O)c(C)c(=O)n2OC2OC(COC(C)=O)C(OC(C)=O)C(OC(C)=O)C2OC(C)=O)c(=O)n1C (centres undefined)	0.5	-15.8	-7.8	8.0	-2.1	2.3
COC(=O)C(C)OP(=O)(OC(C)C(=O)OC)OC(C)C(=O)OC (centres undefined)	15.1	-3.5	-4.0	-4.8	0.4	2.7
O=C(CCc1cc(O)cc(O)c1)NCCc1cc(O)cc(OCc2ccccc2)c1	11.7	7.0	12.1	17.9	7.7	-70.5
CC(=O)Nc1ccc(S(=O)(=O)O)c(OC(C)=O)c1	7.3	-7.2	-11.8	9.8	20.8	19.1
CCOC(=O)C(C(=O)OCC)C(=O)C(C)(C)C	30.5	0.3	11.2	0.7	25.8	18.9
COc1ccc(C(c2ccc(C(C)C)cc(OC)c2=O)c2ccc(C(C)C)cc(OC)c2=O)cc1	9.0	42.2	10.2	13.2	22.4	29.2
C1=CCC(COC(c2ccccc2)(c2ccccc2)c2ccccc2)C(COC(c2ccccc2)(c2ccccc2)c2ccccc2)C1 (centres undefined)	1.1	-3.0	17.1	17.4	55.4	41.5
O=C(O)c1ccc(C2CCCCC2O)cc1 (centres undefined)	-2.0	6.2	-14.6	-9.2	2.0	0.3
CC1(O)CCC2(C#N)CCC1C2O (centres undefined)	-1.4	2.2	5.6	8.2	13.4	21.6
CCOC(=O)C1CC2(CCC1N)c1ccccc1-c1ccccc12 (centres undefined)	90.7*	47.5	22.9	44.5	28.6	37.5
Nc1ccccc1C1CCCCC1	4.0	-13.6	-19.4	52.0	32.1	26.6
CC(=O)OCC(C)(C(N)=O)c1ccccc1 (centres undefined)	-5.9	-9.2	-32.0	-5.5	-36.9	1.9
CCOC(=O)c1c(SCC#N)n(-c2ccccc2)c(=S)n(-c2ccccc2)c1=O	88.5*	81.2*	78.0*	75.3*	80.0*	75.2*
Cc1onc(-c2c(F)cccc2Cl)c1C(=O)N[C@@H]1C(=O)N2[C@@H]1SC(C)(C)[C@@H]2C(=O)O	-27.9	0.1	-19.3	-4.1	-15.6	13.1
O=CC1C2C=CCC12 (centres undefined)	7.5	8.0	4.0	-3.8	10.4	3.0
N#CC(/C=C/c1ccccc1)(NO)Nc1cccc(Cl)c1 (centres undefined)	99.5*	99.6*	98.8*	99.1*	99.2*	99.5*
Nc1ncnc2c(C3OC(CO)C(O)C3O)c[nH]c12 (centres undefined)	71.1*	nt	88.2*	89.0*	nt	nt
COC(=O)CCC(=O)c1ccc2c(c1)CC1(C2)Cc2ccc(C(=O)CCC(=O)OC)cc2C1	-20.1	-30.6	5.3	-22.4	-1.4	2.9
Carrying on:
SMILES	bub3	mec2-1	yeast cln2 rad14	yeast sgs1 mgt1	yeast rad50	yeast mlh1 rad18
CCc1nc(-c2ccccc2)nc2c1nc(-c1ccc(C)cc1)n2Nc1ccccc1	-4.5	6.0	-0.2	-3.0	0.8	20.9
O=C1OCC/C1=C/OC(=O)c1ccccc1	5.8	12.3	23.9	26.7	51.8	2.4
CCOC(=O)N1CCN(CCCOc2ccc(Cl)cc2Cc2ccccc2)CC1	99.5*	99.7*	99.5*	99.8*	99.7*	99.7*
CC(=O)Nc1c(F)cccc1F	5.1	5.0	5.0	-4.1	14.9	-3.2
COC(=O)C(=O)c1c(C(=O)OC)nc2nnc(N)n2c1-c1ccc(OC)cc1	8.2	0.6	-26.5	-0.5	-13.4	-14.9
c1ccc(P(=Nc2cccc(N=P(c3ccccc3)(c3ccccc3)c3ccccc3)c2)(c2ccccc2)c2ccccc2)cc1	0.1	6.9	-2.6	28.2	0.9	6.6
O=C(c1ccccc1)c1c2ccccc2c(Br)c2ccccc12	-2.6	16.7	-11.2	8.6	0.0	1.9
CCCCCCCCCCCC(=O)CCCCC	nt	-17.1	nt	nt	-29.5	-29.4
COc1ccc(-c2cccc(C(=O)O)c2C(=O)O)cc1OC	-7.4	20.8	-17.2	0.4	6.1	-10.1
CN(/N=C/C(=N\N(C)c1ccccc1)C(/C=N/N(C)c1ccccc1)=N/N(C)c1ccccc1)c1ccccc1	-8.7	-7.4	-28.1	-18.1	-7.3	-8.7
c1ccc2c(c1)nnn2CN1CCOCC1	3.1	17.1	-22.9	-26.6	-6.3	5.7
COc1ccccc1Oc1ccccc1	-34.0	-61.3	13.6	-8.6	-20.7	20.8
O/N=C\c1cc2ccccc2c[n+]1Cc1ccc2ccccc2c1Br	2.9	32.1	48.0	44.6	9.2	38.8
OC1CCC(C#CC#CC2CCC(O)CC2)CC1 (centres undefined)	-23.7	-34.2	2.2	3.0	2.0	-1.7
C/C=C\B(O)O	4.8	-5.2	-4.8	-1.7	11.8	-17.4
CCCCC(C(C)=O)C(=O)CC (centres undefined)	-20.5	-25.0	-23.2	8.8	26.4	13.1
Nc1nc(-c2ccccc2)nc(Cl)c1I	-5.2	28.9	15.6	78.0*	74.7*	81.4*
NN=C(CC(O)(C(F)(F)Cl)C(F)(F)Cl)CC(O)(C(F)(F)Cl)C(F)(F)Cl	99.0*	99.2*	99.3*	99.1*	98.9*	98.8*
O=C(O)c1cccc2ccc3cccc(C(=O)O)c3c12	2.0	-6.0	-74.8	-0.5	-5.3	-17.2
NCCNCCCCCCCCCCCCOS(=O)(=O)O	-25.0	-23.6	-15.3	-6.3	-32.8	-11.4
Fc1ccc(-c2nnc(-c3ccc(F)cc3)o2)cc1	13.8	-0.9	-0.5	-7.3	11.2	0.7
CCCCCCOC(=O)CCC1CCCCC1	20.2	14.9	-3.5	-0.1	13.8	25.6
Cc1cc2ncn(C3OC(CO)C(O)C3O)c2cc1C (centres undefined)	-8.2	8.3	21.5	-8.2	-2.7	2.6
CN(C)CCCSc1n[nH]c(=O)[nH]c1=O	1.6	2.5	-19.7	-11.3	6.4	-10.1
CC(C)N(C)N=Nc1ccc(C(N)=O)cc1	-11.2	-26.8	6.8	-19.9	8.0	-23.9
Continuation:
SMILES	bub3	mec2-1	yeast cln2 rad14	yeast sgs1 mgt1	yeast rad50	yeast mlh1 rad18
N#CCCOC(=O)Nc1cccc(Cl)c1	-7.2	15.4	7.3	27.3	41.7	33.6
CC1COC(C)(C)P(=O)(c2ccccc2)C1 (centres undefined)	-7.2	-9.0	16.2	-11.3	-6.9	-27.4
COc1ccc2c(c1)CCc1c-2ccc(C)c1CCC(=O)O	60.2	63.8	74.2*	63.9	72.2*	90.0*
Cc1ccccc1CC1c2[nH]c3ccccc3c2CCN1C (centres undefined)	nt	-50.5	nt	nt	-9.9	-22.4
CC1(C)Cc2[nH]c3ccccc3c2C(C)(C)N1	12.5&-4.5	23.3&-16.4	-6.2&-64.0	14.5&-6.3	6.5&-35.0	10.5&3.8
O=C1Nc2ccccc2C1Cc1ccccc1O (centres undefined)	-8.8	-10.8	-14.9	-22.5	-12.1	-23.6
CC1=CC=CC(C)(C)C(=O)C1=O	-21.5	-13.2	-18.9	-12.8	-31.4	-15.4
CC(=O)CC(C)(C)NC(=S)Nc1ccc(C)cc1	99.2*	46.1	-10.7	15.3	22.6	42.3
C=CCN(CC=C)CNC(C)=O	-7.5	-14.7	-17.0	-8.4	-9.7	-10.8
CCCCCC(Oc1ccc(Cl)cc1)C(=O)O (centres undefined)	71.5*	58.5	75.5*	80.2*	81.7*	83.2*
CCNC(=O)[B-][N+](C)(C)C	-12.4	0.1	35.4	3.8	6.8	4.5
COc1cc2c(cc1O)C(Cc1ccccc1)N(C)CC2O (centres undefined)	-7.5	-4.7	-5.7	-4.0	-12.6	0.0
Cc1nc(NC(=O)CBr)[nH]c(=O)c1CCC(C)C	8.3	17.4	-3.5	13.7	-1.6	4.7
CS(=O)(=O)C(CCC(=O)c1cccs1)C(=O)c1ccccc1 (centres undefined)	0.2	3.2	1.9	-6.7	-3.0	14.4
CNC(=O)Nc1cccc(C2(C)OCCS2)c1 (centres undefined)	6.3	7.6	11.3	18.8	14.2	13.8
CC1(C)[C@@H]2CC[C@](C)(O)[C@H]1C2	-3.1	-1.1	8.5	-1.6	0.5	2.3
CCOC(=O)c1ccc(NC(=O)Oc2ccc(C=O)cc2OC)cc1	20.1	5.3	11.0	7.8	5.7	7.2
c1ccc(C2SCc3nc4ccccc4n32)cc1 (centres undefined)	-6.6	9.9	-3.4	12.6	-6.0	-12.6
COC(=O)c1ccccc1NC(=O)Nc1ccc(F)c([N+](=O)[O-])c1	11.6	22.9	0.8	3.1	3.8	-10.9
CSCc1cc(CO)no1	8.6	22.5	-7.4	2.2	-7.6	4.0
COCCNCCOC	6.8	-5.2	20.6	-1.4	-8.2	-9.1
Cc1ccc2c(ccc3cc(C)ccc32)c1	15.2	23.9	8.9	16.3	22.6	3.6

Arranged by molecular weight (smallest number first): part of the list above
SMILES	bub3	mec2-1	yeast cln2 rad14	yeast sgs1 mgt1	yeast rad50	yeast mlh1 rad18
COCCNCCOC	6.8	-5.2	20.6	-1.4	-8.2	-9.1
CCNC(=O)[B-][N+](C)(C)C	-12.4	0.1	35.4	3.8	6.8	4.5
CC1(C)[C@@H]2CC[C@](C)(O)[C@H]1C2	-3.1	-1.1	8.5	-1.6	0.5	2.3
CSCc1cc(CO)no1	8.6	22.5	-7.4	2.2	-7.6	4.0
CC1=CC=CC(C)(C)C(=O)C1=O	-21.5	-13.2	-18.9	-12.8	-31.4	-15.4
C=CCN(CC=C)CNC(C)=O	-7.5	-14.7	-17.0	-8.4	-9.7	-10.8
Cc1ccc2c(ccc3cc(C)ccc32)c1	15.2	23.9	8.9	16.3	22.6	3.6
N#CCCOC(=O)Nc1cccc(Cl)c1	-7.2	15.4	7.3	27.3	41.7	33.6
CC1(C)Cc2[nH]c3ccccc3c2C(C)(C)N1	12.5&-4.5	23.3&-16.4	-6.2&-64.0	14.5&-6.3	6.5&-35.0	10.5&3.8
CC1COC(C)(C)P(=O)(c2ccccc2)C1 (centres undefined)	-7.2	-9.0	16.2	-11.3	-6.9	-27.4
O=C1Nc2ccccc2C1Cc1ccccc1O (centres undefined)	-8.8	-10.8	-14.9	-22.5	-12.1	-23.6
c1ccc(C2SCc3nc4ccccc4n32)cc1 (centres undefined)	-6.6	9.9	-3.4	12.6	-6.0	-12.6
CCCCCC(Oc1ccc(Cl)cc1)C(=O)O (centres undefined)	71.5*	58.5	75.5*	80.2*	81.7*	83.2*
Cc1ccccc1CC1c2[nH]c3ccccc3c2CCN1C (centres undefined)	nt	-50.5	nt	nt	-9.9	-22.4
COc1cc2c(cc1O)C(Cc1ccccc1)N(C)CC2O (centres undefined)	-7.5	-4.7	-5.7	-4.0	-12.6	0.0
Cc1nc(NC(=O)CBr)[nH]c(=O)c1CCC(C)C	8.3	17.4	-3.5	13.7	-1.6	4.7
COC(=O)c1ccccc1NC(=O)Nc1ccc(F)c([N+](=O)[O-])c1	11.6	22.9	0.8	3.1	3.8	-10.9
CS(=O)(=O)C(CCC(=O)c1cccs1)C(=O)c1ccccc1 (centres undefined)	0.2	3.2	1.9	-6.7	-3.0	14.4
CCOC(=O)c1ccc(NC(=O)Oc2ccc(C=O)cc2OC)cc1	20.1	5.3	11.0	7.8	5.7	7.2

The order is random; 14% or so of the library scored in one or more.
